STEP block: STEP phosphatase inhibitors, primary screen, biochemical, fluorescence intensity, uHTS; Tyrosine-protein phosphatase non-receptor type 5 (Homo sapiens), P54829; recombinant STEP, OMFP fluorogenic substrate; inhibition, % at 20 µM; 360,000 compounds, 0.25% hits;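 active = inhibition at 20 µM, scaled per plate between control wells, above about 37%, limit read from the data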;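 note: 0% = DMSO with enzyme and substrate and 100% = substrate only without enzyme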
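Assay system: isolated STEP enzyme. Buffer or medium: pH 6.0 Bis-Tris with DTT and Tween 20. Also added: fluorogenic phosphatase substrate OMFP at 25 µM final. Dosing: 20 µM, 1% DMSO. Timing: 20 min reaction, room temperature, in the dark. Measured by: fluorescence intensity, excitation 480 nm, emission 540 nm. Evaluation: normalized % inhibition.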
CendR NRP1 mod: modulators of CendR peptide binding to NRP-1, primary screen, biochemical, fluorescence polarization, uHTS; FAM-RPARPAR peptide binding to NRP-1; inhibition, % at 25 µM; 360,000 compounds, 0.85% hits; AID 602438, 2012;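 active = inhibition or corrected inhibition above about 18%, plus a signal ratio from 0.5 to 1.5, limit read from the data, passing the limit was not always enough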; note: strong numbers were not always called active
NadD block: inhibitors of S. aureus NadD, primary screen, biochemical, colorimetric, uHTS; Nicotinate-nucleotide adenylyltransferase NadD (Staphylococcus aureus N315); purified NadD enzyme, colorimetric absorbance read-out; inhibition, % at 20 µM; 360,000 compounds, 0.78% hits; AID 602399, 2012; in the data active = inhibition above about 26%; note: some compounds past the cut are filed as inactive
SKN-1 block: suppressors of acrylamide-induced Pgst-4::GFP reporter in worms, primary screen, SKN-1 inhibitor project, whole organism, uHTS, GFP/RFP fluorescence ratio, strain VP596. inhibition, % at 21.8 µM. AID 624304, 2012. 360,000 compounds, 0.49% hits. C. elegans VP596 Pgst-4::GFP/RFP ratio, 24 h;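 active = interference check ratio from 0.5 to 1.5 plus GFP to RFP signal ratio inhibition reaching or exceeding a fixed threshold, cut at about 30% in these data, passing the limit was not always enough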; note: some compounds called inactive have numbers as strong as hits
LMPTP inh: LMPTP phosphatase inhibitors, primary screen, biochemical, fluorescence intensity, uHTS; recombinant LMPTP-A, OMFP fluorogenic substrate; inhibition, % at 20 µM; 360,000 compounds, 0.22% hits; AID 651560, 2012;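 active = compounds that cut the enzyme signal by at least half of the control window in the single-dose screen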;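 note: plate controls were DMSO wells with enzyme plus substrate for no effect and substrate without enzyme for full effect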
Target sequence (P24666 whole entry, looked up): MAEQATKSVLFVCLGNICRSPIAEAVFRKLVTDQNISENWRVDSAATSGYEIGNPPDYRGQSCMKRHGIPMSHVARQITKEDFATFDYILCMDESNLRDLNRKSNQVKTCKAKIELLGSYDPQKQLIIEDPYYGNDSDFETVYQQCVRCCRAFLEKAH
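Material: LMPTP-A; amount: 0.625 nM enzyme; doses: single 20 µM dose; times: reaction 50 min, room temperature, dark; technique: fluorescence intensity of OMFP turnover product; benchmarks: no-enzyme and uninhibited controls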
TbMetRS inhib: T. brucei MetRS inhibitors, primary screen, biochemical, luminescence. methionyl-tRNA synthetase (Trypanosoma brucei brucei). purified T. brucei MetRS, ATP depletion, Kinase-Glo luminescence. inhibition, % at 11.9 µM. 360,000 compounds, 0.4% hits. AID 624268, 2012;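 active = inhibition above a per-plate cutoff of the control wells' mean inhibition plus 3 SD, cut at about 5.5% in these data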;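 note: 0% = DMSO wells median and 100% = median of wells with control inhibitor compound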
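Material – parasite MetRS enzyme · Medium – HEPES-MgCl2-KCl buffer plus DTT, spermine, BSA, pyrophosphatase · Reagent – ATP, methionine and E. coli bulk tRNA substrates · Times – 15 min enzyme-compound preincubation, 2 h reaction, 10 min detection, 25 °C · Measured by – luminescence of leftover ATP · Evaluation – percent inhibition relative to median high and low control wells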
SUMO1 PPI mod: modulators of SUMO1 protein-protein interactions, primary screen, biochemical, uHTS | Small ubiquitin-related modifier 1 (Homo sapiens), P63165 | SUMO1 binding to a labelled peptide, TR-FRET, 1 h | inhibition, % at 20 µM | AID 602429, 2012 | 360,000 compounds, 0.33% hits; in the data active = inhibition above about 37%
Neddyl block: inhibitors of cullin neddylation, primary screen, biochemical, TR-FRET, uHTS, NAE and Ubc12 | NEDD8-conjugating enzyme Ubc12 (Homo sapiens) + NEDD8-activating enzyme E1 regulatory … | calls only at 25 µM | 360,000 compounds, 0.58% hits | AID 651699, 2012; in the data active = inhibition above about 36%
Target sequence (P61081 whole entry, looked up): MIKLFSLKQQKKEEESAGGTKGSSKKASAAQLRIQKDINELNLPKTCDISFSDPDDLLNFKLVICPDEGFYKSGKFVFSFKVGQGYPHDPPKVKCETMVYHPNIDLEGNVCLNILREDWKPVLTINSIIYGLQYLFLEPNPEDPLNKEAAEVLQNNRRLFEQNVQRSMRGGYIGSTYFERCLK
Target sequence (Q13564 whole entry, looked up): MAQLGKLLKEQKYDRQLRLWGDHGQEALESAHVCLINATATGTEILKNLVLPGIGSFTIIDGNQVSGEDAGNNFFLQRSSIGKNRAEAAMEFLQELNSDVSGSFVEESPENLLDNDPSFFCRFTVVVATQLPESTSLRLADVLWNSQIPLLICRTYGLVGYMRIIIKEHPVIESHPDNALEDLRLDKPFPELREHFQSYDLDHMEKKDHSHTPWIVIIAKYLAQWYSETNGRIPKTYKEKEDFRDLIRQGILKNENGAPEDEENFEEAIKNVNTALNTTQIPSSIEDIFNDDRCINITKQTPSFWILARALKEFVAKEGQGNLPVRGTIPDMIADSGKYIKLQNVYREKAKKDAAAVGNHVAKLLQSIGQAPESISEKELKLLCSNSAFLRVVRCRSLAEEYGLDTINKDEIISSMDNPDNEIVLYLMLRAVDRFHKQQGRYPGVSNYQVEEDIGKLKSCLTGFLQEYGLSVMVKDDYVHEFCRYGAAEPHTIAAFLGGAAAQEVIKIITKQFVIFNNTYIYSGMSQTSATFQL
DNMT1 inh: human DNMT1 methyltransferase inhibitors, primary screen, biochemical, molecular beacon, fluorescence, HinP1I cleavage, uHTS | inhibition (reported as % activation of signal), % at 10 µM | 360,000 compounds, 0.83% hits; in the data active = inhibition above about 50%
Scp-1 inhibitor: Scp-1 phosphatase inhibitors, primary screen, biochemical, colorimetric, uHTS | Carboxy-terminal domain RNA polymerase II polypeptide A small phosphatase 1 (Homo … | Recombinant Scp1, phosphopeptide, malachite green phosphate absorbance | inhibition, % at 20 µM | 340,000 compounds, 0.88% hits;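 active = inhibition above about 50% at 20 µM, limit read from the data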;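 note: plate controls were DMSO wells with enzyme for no effect and wells lacking enzyme for full effect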
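assay system = SCP-1 phosphatase catalytic domain, residues 76-261 | buffer or medium = 50 mM Tris acetate pH 5.5, 0.005% Tween-20, 10 mM MgCl2 | incubation = enzyme reaction 45 min at room temperature, colour 5 min, stabilisation 30 min | signal = Phosphate-binding colour reagent, absorbance read at 630 nm | measure = % inhibition at 20 µM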
Active calls of the source: *; i = inactive; · = not tested or not shown.

Screens in order – STEP block	CendR NRP1 mod	NadD block	SKN-1 block	LMPTP inh	TbMetRS inhib	SUMO1 PPI mod	Neddyl block	DNMT1 inh	Scp-1 inhibitor
O=C(CCC(=O)c1cccs1)OCc1nnc(-c2ccccc2)o1
→ 2	-10	-10	-3	-1.0	0.9	-1	i	-4	-9
Cc1ccc(CNS(=O)(=O)c2cccc3nsnc23)cc1
→ 0	-4	-2	7	-0.7	-0.2	-21	i	-3	1
COc1cccc(C2Nc3cccc4cccc(c34)N2)c1
→ 16	7	6	8	8.6	-0.1	-6	i	-11	0
O=C(Nc1cccc(-c2csc(Nc3ccc(Cl)cc3)n2)c1)c1cccc(C(F)(F)F)c1
→ -1	16	10	-2	6.9	-0.4	0	i	-31	0
Cc1ccc(NC(=O)CN(C)CC(=O)N(C)Cc2ccccc2)cc1
→ 2	2	6	2	-0.6	-0.6	0	i	-3	-3
C/C(CCc1ccc2c(c1)OCO2)=N\NC(=O)c1ccccc1Cl
→ -1	12	0	11	-1.2	-0.6	1	i	2	-11
Fc1ccccc1OCCCCCCN1CCCC1
→ 1	-1	-4	6	1.5	-0.4	1	i	6	0
CCn1c(CSc2nnc(C)n2-c2ccccc2)nc2cc(S(=O)(=O)N(C)C)ccc21
→ 3	3	0	4	-2.0	0.1	-1	i	-2	-12
Cn1ccnc1SCC(=O)Nc1ccc([N+](=O)[O-])cn1
→ 1	3	4	-1	-0.6	-0.2	-27	i	2	-5
CCN(CC)S(=O)(=O)c1cc(C(=O)N2CCc3ccccc32)ccc1Cl
→ -4	5	-5	19	-0.2	-0.6	0	i	-3	3
COc1ccccc1NC(=S)N(Cc1ccccc1)Cc1cccs1
→ -2	5	-2	-4	0.2	0.2	1	i	-1	1
NC(=O)[C@@H]1CCCCNc2c(F)cc([N+](=O)[O-])cc2C(=O)N[C@@H](CC(=O)O)C(=O)N[C@@H](CCC(=O)O)C(=O)N1
→ 0	-16	1	2	-6.5	0.3	-17	i	4	3
Cc1ccc([C@H]2C[C@@H](n3cc(-c4ccc(F)cc4)nn3)[C@H](O)CN2C(=O)c2cccs2)cc1
→ 0	-6	5	5	1.0	-0.5	2	i	-2	·
COc1ccc(/C=C/C(=O)OCC(=O)Nc2cc(C(F)(F)F)ccc2Cl)cc1
→ 0	14	3	-4	-1.7	0.2	-2	i	6	-3
COc1ccc(/C=C/C(=O)OCC(=O)Nc2cc(S(=O)(=O)N(C)C)ccc2Cl)cc1
→ -1	17	-3	-1	-1.2	2.8	2	i	2	-3
CCO/N=C/C(=O)Nc1ccc(F)cc1F
→ 2	2	-2	11	-1.7	-0.6	4	i	4	6
C=CCCCCCCCC(=O)OC
→ -2	3	-6	-3	2.1	-0.3	3	i	1	12
COc1ccccc1C(=O)NCC(=O)N/N=C/c1ccncc1
→ -3	-1	1	5	0.0	0.5	-5	i	4	3
CC(C)(C)OC(=O)N1CCC(NC(=O)c2nc[nH]c2C(=O)NC2CCN(C(=O)OC(C)(C)C)CC2)CC1
→ 0	-4	17	0	0.5	-0.7	-2	i	6	2
Cc1ccc2nc(NS(=O)(=O)c3cn(C)nc3C)sc2c1
→ 2	0	-10	0	-0.4	1.3	5	i	3	-2
Cc1cccc(OCC(=O)Nc2cc(NC(=O)COc3cccc(C)c3)cc(C(=O)O)c2)c1
→ -1	-21	2	18	-0.5	-0.5	7	i	1	-14
Cc1nnsc1-c1onc(C)c1C(=O)Nc1cc(Cl)cc(Cl)c1
→ -2	2	-11	-5	3.6	1.0	-25	i	-2	-18
CC1(C(=O)NS(=O)(=O)c2ccccc2)CCN1C(=O)C/C=C/c1ccccc1 (stereo unspecified)
→ -8	3	3	10	-1.2	-0.2	8	i	84*	·
C=CCNC(=S)NNC(=O)CCC(O)CCCCC (stereo unspecified)
→ -1	5	-5	1	0.1	0.8	2	i	0	7
C=CCn1c(SCc2ccc(C#N)cc2)nnc1-c1ccc(C)cc1
→ -1	-3	1	-4	0.2	0.5	4	i	0	9
O=S(=O)(c1cnc[nH]1)N1CCCCCC1
→ -3	-7	0	22	0.7	-0.5	-2	i	3	1
O=C(CCSc1ccc(Cl)cc1)c1ccco1
→ 3	3	-12	-8	2.0	-0.7	2	i	2	-10
CCOC(=O)C1CCCN(C(=O)c2cnn3c(C(F)(F)F)cc(-c4ccccc4)nc23)C1 (stereo unspecified)
→ 4	-1	8	13	-1.1	1.1	-9	i	3	-6
O=C(O)c1cnc2ccc(Cl)cc2n1
→ 2	3	-1	15	-3.2	-0.1	-21	i	-1	·
COC(=O)c1ccc(-c2nc3ccc(C)cc3o2)cc1
→ -2	4	0	29	0.7	0.1	1	·	9	-9
COc1ccccc1C(=O)NCCC(=O)N(C)CC(=O)Nc1ccc(Cl)cc1
→ -3	-5	0	17	-0.2	0.5	8	i	-4	1
COc1ccc(NC(=O)c2cc([N+](=O)[O-])ccc2NC(=O)CNC2CCCCC2C)c(OC)c1 (stereo unspecified)
→ 0	-2	-3	-13	0.4	0.1	-22	i	0	-5
S=c1[nH]nc(-c2ccccn2)n1/N=C/c1cccc2ccccc12
→ 3	-11	9	9	0.0	-0.6	-6	i	3	2
COC(=O)c1sc2ncccc2c1OCc1ccc(Cl)cc1
→ 1	8	-3	-3	-1.2	-1.1	-2	i	0	-4
CCc1ccc(N2CC(C(=O)N/N=C/c3cccc([N+](=O)[O-])c3)CC2=O)cc1 (stereo unspecified)
→ 5	-1	2	-6	3.3	-1.6	-14	i	8	19
Cc1[nH]n(C(N)=S)c(=O)c1C(c1ccccc1)C(C#N)C#N (stereo unspecified)
→ -2	2	11	-4	-2.5	-0.3	3	i	-6	-10
CCS(=O)(=O)NC(C)C(c1cccs1)N1CCN(C)CC1 (stereo unspecified)
→ -4	9	12	9	-2.5	-0.8	-2	i	0	-6
Cc1cc(C)cc(NC(=O)Nc2cnccn2)c1
→ 0	12	0	6	-2.0	-0.2	3	i	4	-5
Cc1sc2nc(C3CC3)nc(SCC(=O)NCc3ccco3)c2c1C
→ 3	-9	10	-2	0.2	0.1	3	i	14	7
Cc1ccc(CNC(=O)CNC(=O)c2ccc(Br)o2)cc1
→ -1	1	-5	-7	0.5	-0.1	-5	i	1	-6
CN(C)c1ccc(Nc2nc(N)c3ccccc3n2)cc1
→ 1	9	-6	1	5.9	-2.5	13	i	0	5
O=C(O)CSc1c[nH]c2ccccc12
→ 1	0	-2	-3	-2.9	0.7	1	i	-3	-15
COCCN(CCOC)c1nc(-c2ccccc2)nc2ccccc12
→ -2	-5	-5	15	13	-0.4	5	i	-1	-2

Some of these compounds in order of formula weight, falling:
Screens in order – STEP block	CendR NRP1 mod	NadD block	SKN-1 block	LMPTP inh	TbMetRS inhib	SUMO1 PPI mod	Neddyl block	DNMT1 inh	Scp-1 inhibitor
CC1(C(=O)NS(=O)(=O)c2ccccc2)CCN1C(=O)C/C=C/c1ccccc1 (stereo unspecified)
→ -8	3	3	10	-1.2	-0.2	8	i	84*	·
CCc1ccc(N2CC(C(=O)N/N=C/c3cccc([N+](=O)[O-])c3)CC2=O)cc1 (stereo unspecified)
→ 5	-1	2	-6	3.3	-1.6	-14	i	8	19
Cc1ccc(CNC(=O)CNC(=O)c2ccc(Br)o2)cc1
→ -1	1	-5	-7	0.5	-0.1	-5	i	1	-6
COC(=O)c1sc2ncccc2c1OCc1ccc(Cl)cc1
→ 1	8	-3	-3	-1.2	-1.1	-2	i	0	-4
CCS(=O)(=O)NC(C)C(c1cccs1)N1CCN(C)CC1 (stereo unspecified)
→ -4	9	12	9	-2.5	-0.8	-2	i	0	-6
O=C(CCSc1ccc(Cl)cc1)c1ccco1
→ 3	3	-12	-8	2.0	-0.7	2	i	2	-10

Compound activity as filed in PubChem BioAssay.
